# Source: PubChem BioAssay
# Eya2 phos inh: qHTS Assay for Inhibitors of the Phosphatase Activity of Eya2; Protein phosphatase EYA2 (Homo sapiens), O00167; recombinant Eya2, OMFP fluorescence dephosphorylation (OMFP is methylfluorescein phosphate); Potency, µM (highest dose often 76.9 µM), inactives show top-dose activity, negative = inhibition, actives largely listed as inhibitors; 0.006% of 330,000 active; AID 488837, 2010; note: potency is the fitted concentration of half-maximal effect; % is set by controls: 0 for no effect and ±100 for the full control effect
#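 Eya2 (0.2 uM) preincubated 10 min at ambient with compound, then OMFP substrate added at 50 uM; 10 min reaction in 50 mM HEPES pH 7.5, 50 mM NaCl, 5 uM MgCl2, 0.05% BSA, 1 mM DTT. Fluorescence read at Ex 485/Em 525 nm.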
# ASM inhibitor: Inhibitors of Secretory Acid Sphingomyelinase (S-ASM): qHTS; Sphingomyelin phosphodiesterase (Homo sapiens), P17405; placental ASM, HMU-PC fluorogenic substrate, 60 min; Potency, µM (doses to about 57.5 µM), inactives show at the top dose activity change, negative = inhibition, hits mostly inhibitors; 0.006% of 340,000 active; note: potency is the fitted concentration of half-maximal effect
#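 Human placenta-derived ASM preincubated with compound 10 min at room temperature, then reacted with 9 uM (final) fluorogenic HMU-PC substrate for 60 min at 37 C. Stop solution raises pH to 10; fluorescence read at Ex 386/Em 447 nm.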
# Mito fusion act: qHTS Assay for Small Molecule Inhibitors of Mitochondrial Division or Activators of Mitochondrial Fusion. S. cerevisiae fusion-defective mutant growth rescue, CellTiterGlo 48 h. Potency, µM (doses to about 46.1 µM), for inactives: top-dose growth rescue (activation), usual class: activators. 0.23% of 320,000 active. AID 485298, 2010;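 note: potency is the fitted concentration of half-maximal effect; % of control where 0% means no effect; nearly all actives have a fitted effect of over 45% in size; temperature-sensitive fusion mutants such as fzo1-1 at 37 °C on non-fermentable ethanol glycerol medium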
#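 Read-out: ATP-based luminescence (CellTiterGlo, 10 min ambient) reporting growth of fusion-defective ts yeast after 48 hours at 37C on glycerol/ethanol YPEG medium in the presence of compound.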
# PKM2 activator: qHTS Assay for Activators of Human Muscle isoform 2 Pyruvate Kinase; Pyruvate kinase PKM (Homo sapiens), P14618; purified PKM2, Kinase-Glo ATP luminescence, activation; response scale: 0% is enzyme alone, no compound; Potency, µM (doses to about 57.5 µM), for the others: at the highest dose activation, most hits filed as activators; 0.34% of 260,000 active; AID 1631, 2009; note: potency is the fitted concentration of half-maximal effect; % is set by controls: 0 for no effect and ±100 for the full control effect; nearly all actives have a fitted effect of over 55% in size
# Target sequence (P14618 whole entry, looked up, canonical isoform): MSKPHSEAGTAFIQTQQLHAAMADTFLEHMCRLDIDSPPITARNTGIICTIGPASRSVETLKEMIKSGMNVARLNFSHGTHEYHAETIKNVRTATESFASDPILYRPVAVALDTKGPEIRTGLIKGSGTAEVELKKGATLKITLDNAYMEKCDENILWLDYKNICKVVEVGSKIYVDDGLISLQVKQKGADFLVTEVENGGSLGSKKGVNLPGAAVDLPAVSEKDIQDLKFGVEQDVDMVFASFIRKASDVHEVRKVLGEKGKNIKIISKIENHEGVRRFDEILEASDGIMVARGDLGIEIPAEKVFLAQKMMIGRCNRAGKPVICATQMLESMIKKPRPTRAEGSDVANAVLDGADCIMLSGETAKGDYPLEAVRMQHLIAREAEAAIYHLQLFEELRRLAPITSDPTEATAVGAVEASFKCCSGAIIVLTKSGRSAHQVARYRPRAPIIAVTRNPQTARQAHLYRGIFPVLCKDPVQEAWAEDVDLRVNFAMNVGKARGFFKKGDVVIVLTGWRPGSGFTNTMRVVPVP
#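 Kinase-Glo luminescence reports ATP generated from ADP (0.1 mM) and PEP (0.5 mM) by purified hPK-M2 after 1 h at room temperature, pH 7.2 imidazole buffer; intermediate enzyme activity allows detecting inhibitors and activators.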
# MBNL1-CUG inh: qHTS Assay for Inhibitors of MBNL1-poly(CUG) RNA binding; 0.036% of 280,000 active; TR-FRET MBNL1-His/biotin-(CUG)12 binding, 665/545 ratio; Muscleblind-like protein 1 (Homo sapiens), Q9NR56; Potency, µM (doses to about 57.5 µM), inactives show top-dose activity change, negative = inhibition, most hits filed as inhibitors; active = well fitted inhibition curve with a large enough effect in the signal ratio, with a control signal flat, not every such curve was filed as active; inconclusive = small, poorly fitted or top-dose-only effect, or effect the other way, or a change in a side signal; inactive = no such curve, though single readings can be large or run the other way; the % refers to the signal ratio; note: potency is the fitted concentration of half-maximal effect; % is set by controls: 0 for no effect and ±100 for the full control effect
# Target sequence (Q9NR56 whole entry, looked up): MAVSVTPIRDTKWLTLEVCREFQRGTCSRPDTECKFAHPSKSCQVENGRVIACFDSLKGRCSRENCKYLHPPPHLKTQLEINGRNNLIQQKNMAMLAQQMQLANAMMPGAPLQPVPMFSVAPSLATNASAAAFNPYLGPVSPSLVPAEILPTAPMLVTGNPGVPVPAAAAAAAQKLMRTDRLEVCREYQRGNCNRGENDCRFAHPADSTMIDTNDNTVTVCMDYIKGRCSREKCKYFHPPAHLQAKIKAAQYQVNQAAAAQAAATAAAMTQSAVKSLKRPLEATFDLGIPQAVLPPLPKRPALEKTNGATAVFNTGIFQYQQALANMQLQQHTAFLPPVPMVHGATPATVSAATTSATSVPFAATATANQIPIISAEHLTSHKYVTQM
#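 Compounds (final 92 nM to 58 uM) are added to His-tagged MBNL1 and biotin-(CUG)12, then terbium anti-His antibody and streptavidin-XL665 (5 nM final). After 60 min at room temperature, the 665/545 nm ratio is read.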
# KCNH2 WT inh: qHTS for Inhibitors of KCHN2 3.1: Wildtype qHTS. U2OS, BacMam KCNH2, thallium flux FluxOr; stronger effect = lower value. 0.37% of 340,000 active. AID 720551, 2013. activity change, % at 1.84 µM;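 active = maximum activity change below -70%; inconclusive = maximum activity change between -70% and -50%; inactive = maximum activity change above -50%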; note: % is set by controls: 0 for no effect and ±100 for the full control effect
#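 U2OS cells transduced with wild-type KCNH2 virus are loaded with FluxOr dye for 45 min, and thallium flux is measured in kinetic reads before and after stimulation buffer. Rate constants are normalized to DMSO controls.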
# TSHR antagonist: Antagonists of the Thyroid Stimulating Hormone Receptor: HTS campaign | Thyrotropin receptor (Homo sapiens), P16473 | TSHR-expressing cells, TSH-stimulated cAMP HTRF, 2 h; stronger effect = lower value | activity change, negative = inhibition, % at 11.5 µM | 0.2% of 330,000 active | AID 504810, 2011;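 active = activity change below a set negative limit, meaning inhibition stronger than a set level, cut at about -70% in these data; inconclusive = activity change between two set negative limits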; note: % is set by controls: 0 for no effect and ±100 for the full control effect
#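 Antagonism was scored as loss of TSH-driven cAMP in TSHR cells, stimulated with 4nM TSH (EC80) for 2 hours at 37 deg C and detected by homogeneous HTRF competition immunoassay.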
# GALK inh: qHTS Assay for Inhibitors of Human Galactokinase (GALK) | P51570 | Purified GALK, Kinase-Glo residual ATP luminescence | Potency, µM (titrated, usually from 57.5 µM), for the others: at the top dose activity change, negative = inhibition, usual class: inhibitors | 0.007% of 270,000 active; note: potency is the fitted concentration of half-maximal effect; % is set by controls: 0 for no effect and ±100 for the full control effect
#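 GALK at 5 nM final was combined with compound, 35 uM ATP and 100 uM galactose in HEPES pH8.0 with MgCl2 and DTT. The reaction ran one hour at room temperature before luminescent ATP detection.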
# Chronic BCR inh: qHTS Assay to Find Inhibitors of Chronic Active B-Cell Receptor Signaling. 0.05% of 340,000 active. Potency, µM (top dose mostly 46.1 µM), inactives show top-dose ratio change, negative = lower green/red ratio, actives largely listed as inhibitors. AID 493014, 2011. ABC-DLBCL IkBa-CBG/CBR reporter, luminescence ratio, 4 h; active = well fitted inhibition curve with a large enough effect in the signal ratio, with a control signal flat, not every such curve was filed as active; inconclusive = small, poorly fitted or top-dose-only effect, or effect the other way, or a change in a side signal; the % refers to the signal ratio;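 note: potency is the fitted concentration of half-maximal effect; plate controls were basal doxycycline-induced cells for no effect and cells given 10 µM MG132 for full effect; MG132 reads +100%, hits lower the ratio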
#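 Concentration-response series (up to 46 uM) were applied to TMD8 dual-reporter cells for 4 h at 37C with doxycycline. Green/red ratio, after filter-overlap correction, defined %Activity; red signal alone was normalised to basal cells and zero luminescence.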
# Menin-MLL TR inh: qHTS Assay for Inhibitors Targeting the Menin-MLL Interaction in MLL Related Leukemias: Competition With Texas Red Labeled MLL-derived Mutant Peptide; O00255; Menin + Texas Red MLL mutant peptide, fluorescence polarization; Potency, µM (titrated, usually from 61.6 µM), inactives show at the highest dose FP activity change, negative = inhibition, most hits filed as inhibitors; 0.23% of 270,000 active; active = well fitted inhibition curve with a large enough effect in the polarisation, with a control signal flat, not every such curve was filed as active; inconclusive = small, poorly fitted or top-dose-only effect, or effect the other way, or a change in a side signal; inactive = no such curve, though single readings can be large or run the other way; the % refers to the polarisation; note: potency is the fitted concentration of half-maximal effect; % of control where 0% means no effect; many of its hits are not listed in these tables
# USP2a block: qHTS Assay for Inhibitors of Ubiquitin-specific Protease USP2a Using CHOP2 as the Reporter; USP2 core, Ub-CHOP2 coupled fluorogenic reporter, 485/531; Potency, µM (top dose mostly 38.3 µM), for inactives: at the top dose activity change, negative = inhibition, usual class: inhibitors; 0.01% of 330,000 active; AID 463254, 2010;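 note: potency is the fitted concentration of half-maximal effect; plate controls were DMSO wells for no effect and full inhibition by NEM control for full effect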
#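 Deubiquitinase activity read as fluorescence (485/531 nm) after Ub-CHOP2 cleavage activates the enterokinase reporter on its substrate; USP2 core 10nM, Ub-CHOP2 and substrate 25nM each, 30min compound preincubation then 60min RT; data normalized to NEM, curves fitted.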
# * = called active by the depositor; u = inconclusive; x = no result given. Unless noted, calls come from the whole dose curve; as a rule, active = well fitted curve in the direction sought with a large enough effect; inconclusive = small, poorly fitted or top-dose-only effect, or another doubt; inactive = no such curve, though single readings can be large; an effect the other way counts as inactive or inconclusive. A portion of the library; count on the stated rates, not on these rows.
SMILES,Eya2 phos inh,ASM inhibitor,Mito fusion act,PKM2 activator,MBNL1-CUG inh,KCNH2 WT inh,TSHR antagonist,GALK inh,Chronic BCR inh,Menin-MLL TR inh,USP2a block
CCCCCn1c(Br)nc2c1c(=O)n(CC(N)=O)c(=O)n2C,21%,1%,-3%,1%,6%,-6,-5,1%,0%,-1%,0%
CCCCNC(=O)/C(C#N)=C/c1ccc(F)cc1F,4%,7%,u,-2%,x,-14,-4,-1%,u,3%,1%
CCCn1c2c(c(=N)c3c1CCC3)CCC2,-11%,-3%,-4%,-9%,-8%,2,-1,0%,-7%,x,-1%
CCOC(=O)c1sc(NC(=O)COC(=O)C(CCSC)NC(C)=O)nc1C (stereo unspecified),-2%,1%,-1%,-4%,x,-2,-1,2%,-6%,-3%,2%
CCCn1c(SCC(=O)Nc2ccccc2Cl)n[nH]c1=O,7%,0%,-3%,0%,5%,0,3,-3%,u,x,-1%
Cc1cccc(-c2nsc(SCC(=O)Nc3cc(C)on3)n2)c1,-2%,1%,0%,2%,8%,10,-9,-1%,u,-17%,2%
COc1ccc(CNC(=O)C2CCC(=O)N2C(C)C)c(OC)c1 (stereo unspecified),2%,0%,0%,0%,5%,-14,6,3%,-1%,x,2%
C/C(=N\Nc1nc(N)cc(Cl)n1)c1cccc(N)c1,-10%,-3%,-2%,-4%,u,-1,-2,0%,0%,12%,-1%
Cc1ccc(C(=O)OCC(=O)N2CCOCC2)c(C)c1,-7%,-3%,-2%,-7%,-5%,6,17,0%,-21%,0%,0%
CCOc1ccc(C)cc1S(=O)(=O)N1CCCCC1,13%,3%,-1%,4%,1%,-11,3,-1%,u,u,0%
Cc1cc(C)c2c(-n3cccc3)c(C(=O)NNS(=O)(=O)c3ccc(Br)cc3)sc2n1,0%,-18%,20%,-2%,-6%,1,-18,8%,u,x,-7%
CN1CCN(CCCOc2ccc(-c3ccccc3)cc2)CC1,11%,0%,-13%,0%,-1%,52,17,3%,-1%,-8%,3%
C#CCn1c(=NC(=O)CN2C(=O)CCC2=O)sc2cccc(OC)c21,1%,-1%,3%,-3%,3%,-5,-9,3%,1%,x,1%
CCOC(=O)C1C(=O)NC(SCC(=O)Nc2nccs2)=C(C#N)C1c1ccccc1OCC (stereo unspecified),10%,1%,0%,-17%,9%,-6,1,-1%,17%,16%,0%
CCOc1ccccc1NC(=O)C1CCCN(S(=O)(=O)c2ccc(OC)c(C)c2)C1 (stereo unspecified),6%,-3%,9%,-12%,-8%,-2,-7,-4%,5%,2%,3%
NS(=O)(=O)c1ccc(Nc2nc(-c3ccc(O)cc3)cs2)cc1,-4%,-8%,-3%,11%,10%,20,-6,0%,u,u,2%
O=C(Nc1ccccc1)N(C1=NCCC1)c1ccccc1,7%,-4%,6%,2%,-6%,-3,-2,-2%,5%,x,2%
S=C(NCCc1ccccc1)Nc1ccccc1Cl,-1%,2%,3%,-1%,x,-1,-15,3%,-3%,12%,2%
CCN(NC(=O)C(O)(c1ccc(F)cc1)c1ccc(F)cc1)C(=O)c1ccccc1,6%,2%,-3%,1%,-2%,-13,-8,0%,6%,-22%,2%
CCOC(=O)N1CCN(C(=O)c2ccccc2N(Cc2ccccc2)S(=O)(=O)c2ccccc2)CC1,12%,-1%,18%,x,2%,5,-6,1%,2%,-12%,-1%
COc1nc(NS(=O)(=O)c2ccc(C)cc2)nc(C)c1Cl,-18%,6%,-9%,4%,2%,-7,-5,-2%,-3%,3%,-1%
O=C(CN(C(=O)CCNC(=O)c1ccco1)c1ccccc1)NC1CCCC1,4%,5%,-1%,-5%,6%,1,2,1%,3%,-11%,0%
COC(=O)c1ccc(N2CCN(S(=O)(=O)c3ccc(Br)cc3)CC2)c([N+](=O)[O-])c1,5%,-19%,8%,-1%,12%,-8,-34,-1%,-1%,3%,-2%
COc1ccc(Cl)cc1NC(=O)CSc1nnc(Cn2c(=O)sc3ccccc32)n1C,2%,4%,-1%,7%,-3%,7,-3,0%,-1%,1%,-4%
C(=C\c1ccccc1)/C=N/n1cnnc1,-3%,0%,-5%,1%,u,-1,0,8%,-1%,7%,-1%
CCNC(=O)CC(=O)Nc1ccccc1C(=O)O,13%,5%,2%,-3%,0%,1,-2,3%,1%,-15%,-2%
O=C(NCCO)c1ccc(CSc2nc3ccccc3[nH]2)cc1,-9%,4%,-5%,1%,-12%,2,2,-3%,0%,0%,6%
COC(=O)c1cc(Br)c(=O)n(Cc2ccc3c(c2)OCO3)c1,-6%,0%,4%,9%,1%,-4,8,4%,1%,0%,-1%
COC(=O)c1ccc(COc2ccc(-c3nnn(CC(N)=O)n3)cc2)cc1,-7%,-1%,-7%,-2%,-4%,-14,-3,-1%,u,8%,2%
Cc1cc(C)c(C#N)c(SCC(=O)Nc2ccccc2)n1,11%,6%,-2%,4%,2%,17,2,4%,8%,-3%,6%
CCCCN(C(=O)c1ccc(C)c(S(=O)(=O)N2CCOCC2)c1)c1c(N)n(CC(C)C)c(=O)[nH]c1=O,-4%,15%,-2%,x,x,0,2,x,0%,x,1%
COc1ccc(S(=O)(=O)NC(C)C(=O)NCC2CCCO2)cc1OC (stereo unspecified),1%,-1%,-9%,-3%,-5%,0,62,-1%,7%,-16%,1%
O=C(CSc1ncn(-c2ccccc2)n1)Nc1nccs1,-9%,1%,-1%,12%,1%,1,-4,-2%,-22%,-1%,6%
O=C(CCNS(=O)(=O)c1ccc(Br)s1)NCc1ccc2c(c1)OCO2,-5%,-1%,9%,1%,4%,2,2,-4%,-8%,8%,2%
C/C(=N/NC(=O)CNc1ccc(C)cc1)c1ccc(Cl)cc1,-10%,-13%,-3%,-3%,3%,-6,-5,-3%,3%,6%,-1%
Cc1cc(OCC(=O)OCC(=O)N(C)Cc2ccccc2C)ccc1Cl,-1%,0%,-3%,x,x,-3,-2,x,0%,x,1%
CCCC(=O)Nc1nnc(/C=C/c2ccccc2)s1,-4%,x,2%,0%,23%,-2,-12,-4%,6%,12%,-1%
O=C(NCc1cccc(Cl)c1)c1cccc(S(=O)(=O)N2CCCCC2)c1,-8%,0%,7%,x,x,2,-11,x,-1%,x,3%
C/C(=N/NC(=O)c1ccc(-c2ccccc2)cc1)c1cc(O)cc(O)c1,4%,u,1%,-7%,3%,15,-14,-1%,3%,x,-1%
Cc1cc2nc3ccc(=[N+](C)C)cc-3sc2cc1N,10%,-12%,-12%,-12%,u,2,-108*,13%,u,x,-2%
Cc1ccc(N=C2N=C(N)c3ccccc32)c(C)c1,-13%,-6%,-9%,-14%,23%,9,1,2%,-6%,-13%,-1%
CC(Sc1nnc(C(C)Oc2ccccc2F)o1)C(=O)NCc1ccc2c(c1)OCO2 (stereo unspecified),0%,-1%,7%,x,x,-10,12,x,-1%,x,-4%
C#CCOc1c(Br)cc(/C=C2/C(=O)ON=C2C)cc1OC,-3%,-2%,11%,x,13%,-5,8,-1%,-2%,20%,2%
COc1ccc(OC)c(CCNC(=O)CS(=O)(=O)Cc2nc(-c3ccc(C)cc3)oc2C)c1,4%,-4%,-1%,-1%,2%,1,-9,-2%,3%,u,2%
COc1ccc(/C=N/NC(=O)Cc2cc(OC)c(OC)cc2[N+](=O)[O-])cc1,-3%,-2%,-1%,0%,u,-1,4,x,-3%,-1%,-1%
COCCNC(=O)CCCC(=O)NCCOC,-1%,6%,-5%,5%,-7%,1,0,-4%,7%,-4%,2%
